SRC2 inh = inhibition of GAL4-SRC2 driven luciferase reporter, primary screen, SRC2 inhibitor project, cell-based, luminescence; inhibition, % at 9 µM; Nuclear receptor coactivator 2 (Homo sapiens), Q15596; AID 651957, 2012; HEK293 GAL4-SRC2 luciferase reporter; hit rate 0.17% among 370,000;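 active = inhibition above the mean inhibition of all tested compounds plus 3 SD, set per campaign, cut at about 52% in these data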;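 also: 0% = DMSO treated cells and 100% = cells given Gossypol at 36 µM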
KKLEB cytotox = cytotoxicity in KKLEB CF airway cells, primary screen, cytotoxicity control for CF NF-kB inhibitor project, cell-based, uHTS, fluorescence assay plates. KKLEB CF airway cells viability, ATPlite luminescence, overnight; hits give low values; cells stimulated with P. aeruginosa culture filtrate. activity change (cytotoxicity), % at 5 µM. hit rate 0.36% among 360,000. AID 602141, 2011;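 active = corrected activity change at or below -50% at 5 µM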
TROY NFkB inh = inhibitors of TROY-driven NF-kB signaling, primary screen, Q293 LMP1-TROYcd cells, NF-kB luciferase, uHTS; Q293 LMP1-TROYcd NF-kB luciferase reporter, 4 h; inhibition, % at 10 µM; hit rate 0.98% among 360,000; AID 1347056, 2019;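 active = compounds whose plate-normalised and pattern-corrected inhibition of the luciferase reporter signal at the single screening dose is 50% or more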
NCOA1 inh = SRC1 coactivator transcriptional activity inhibitors, primary screen, cell-based, luminescence. inhibition, % at 3.6 µM. Nuclear receptor coactivator 1 (Homo sapiens), Q15788. hit rate 0.12% among 360,000. HEK293 GAL4-SRC1 luciferase reporter. AID 588354, 2011;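 active = inhibition above the campaign mean plus 3 SD, with each screening campaign given its own cutoff, cut at about 60% in these data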;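 also: 0% = DMSO treated cells and 100% = gossypol at 36 µM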
CF NFkB block = inhibitors of PAF-induced NF-kB signaling, primary screen, cell-based, GFP fluorescence, uHTS | inhibition, % at 5 µM | hit rate 0.86% among 360,000 | AID 588850, 2011 | KKLEB NF-kB-GFP reporter, GFP fluorescence overnight;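 active = at least 50% inhibition at 5 µM, scaled per plate between neutral and stimulator controls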;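 also: PAF is a Pseudomonas aeruginosa culture filtrate used as stimulus; plate controls were PAF-stimulated DMSO wells for no effect and unstimulated DMSO wells for full effect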
NR5A2 inv ag = LRH-1 (NR5A2) inverse agonists, primary screen, cell-based, luminescence, HEK293T, StAR-luciferase reporter. AID 602396, 2012. LRH-1 transfected, 24 h. Nuclear receptor subfamily 5 group A member 2 (Homo sapiens), O00482. hit rate 0.13% among 360,000. inhibition, % at 3.6 µM;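 active = inhibition above the mean inhibition of all tested compounds plus 3 SD, cut at about 73% in these data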;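 also: 0% = DMSO wells and 100% = reporter-only cells lacking LRH-1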
Target sequence (O00482 whole entry, looked up): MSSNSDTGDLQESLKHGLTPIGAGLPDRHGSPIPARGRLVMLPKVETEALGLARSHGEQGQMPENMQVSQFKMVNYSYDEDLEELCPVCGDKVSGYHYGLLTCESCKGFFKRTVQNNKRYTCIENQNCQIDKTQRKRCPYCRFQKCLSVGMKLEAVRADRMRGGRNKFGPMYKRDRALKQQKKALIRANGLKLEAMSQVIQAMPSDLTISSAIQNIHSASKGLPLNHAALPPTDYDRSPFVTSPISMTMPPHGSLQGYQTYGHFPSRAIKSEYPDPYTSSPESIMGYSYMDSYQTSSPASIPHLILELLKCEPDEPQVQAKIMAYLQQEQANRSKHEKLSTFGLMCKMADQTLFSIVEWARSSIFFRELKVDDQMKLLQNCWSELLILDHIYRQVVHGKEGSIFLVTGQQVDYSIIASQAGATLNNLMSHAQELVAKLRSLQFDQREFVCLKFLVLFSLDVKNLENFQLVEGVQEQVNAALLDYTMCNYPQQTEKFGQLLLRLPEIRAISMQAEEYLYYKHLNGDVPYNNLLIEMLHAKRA
SRC3 inh = SRC3 coactivator transcriptional activity inhibitors, primary screen, cell-based, luminescence. HEK293 GAL4-SRC3 luciferase reporter. inhibition, % at 3.6 µM. hit rate 0.17% among 360,000. AID 588352, 2011;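 active = inhibition above a per-campaign cutoff, the mean of all compounds plus 3 SD, cut at about 60% in these data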;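 also: 0% = DMSO-treated cells and 100% = gossypol-treated cells at 36 µM; higher means less SRC3-driven luciferase light from the GAL4 reporter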
TRAIL sens C8 = viability loss with TRAIL in NB7+C8 cells, primary screen, TRAIL sensitizer project, cell-based, ATPlite luminescence; hit rate 1% among 360,000; inhibition (viability loss, TRAIL sensitization), % at 10 µM;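 active = compounds causing at least 50% loss of cell viability in the single-dose screen, relative to plate controls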
EBV LMP1 NFkB = EBV LMP1-driven NF-kappaB luciferase reporter inhibitors, primary screen, cell-based, luminescence, single point. hit rate 0.69% among 350,000. inhibition, % at 12.5 µM. LMP1-induced NF-kappaB luciferase reporter cells; in the data active = inhibition above about 41%;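 also: 0% = neutral control wells and 100% = reference inhibitor control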
TWEAK Fn14 block = inhibitors of TWEAK-Fn14 signaling, primary screen, luciferase reporter cells, uHTS. TWEAK-stimulated Fn14 reporter cells, luciferase luminescence, 8 h. inhibition, % at 10 µM. hit rate 2% among 360,000. AID 1159606, 2016; in the data active = inhibition above about 50%
COUP-TFII inh = NR2F2 transcriptional activity inhibitors, primary screen, cell-based, luciferase reporter, HEK293T, luminescence; inhibition, % at 8.6 µM; HEK293T NGFI-A luciferase reporter; COUP transcription factor 2 (Homo sapiens), P24468; hit rate 0.7% among 370,000; AID 686940, 2013;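 active = inhibition above a per-plate cutoff, mean inhibition of test wells between control levels plus 3 SD, cut at about 38% in these data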;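 also: cells cotransfected with COUP-TFII expression vector driving the NGFI-A reporter; 0% = median of COUP-TF2 test wells and 100% = reporter-only cells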
Target sequence (P24468 whole entry, looked up): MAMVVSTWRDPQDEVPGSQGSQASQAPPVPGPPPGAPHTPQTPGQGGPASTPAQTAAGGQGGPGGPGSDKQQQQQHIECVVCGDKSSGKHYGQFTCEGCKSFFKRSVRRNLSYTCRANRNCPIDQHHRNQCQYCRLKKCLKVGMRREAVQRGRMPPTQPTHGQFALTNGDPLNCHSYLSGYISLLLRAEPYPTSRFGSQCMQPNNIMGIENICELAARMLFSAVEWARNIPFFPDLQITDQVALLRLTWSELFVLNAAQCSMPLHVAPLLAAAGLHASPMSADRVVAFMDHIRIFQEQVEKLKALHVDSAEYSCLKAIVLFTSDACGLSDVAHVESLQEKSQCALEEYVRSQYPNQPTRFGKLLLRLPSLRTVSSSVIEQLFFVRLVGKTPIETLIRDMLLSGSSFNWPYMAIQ
Active calls of the source: *; nt = no result given.

SMILES	SRC2 inh	KKLEB cytotox	TROY NFkB inh	NCOA1 inh	CF NFkB block	NR5A2 inv ag	SRC3 inh	TRAIL sens C8	EBV LMP1 NFkB	TWEAK Fn14 block	COUP-TFII inh
O=C(COC(=O)c1n[nH]c2ccccc12)NC(=O)NC12CC3CC(CC(C3)C1)C2	12	8	13	-12	-9	-1	-1	57*	-27	-19	3
Cc1cc(-n2c(SCC(=O)NCc3cccs3)nc3n[nH]c(C)c3c2=N)ccc1Cl	27	-19	7	-20	17	17	-5	13	4	13	-9
Cc1ccc2c(c1)N(C(=O)CCC(=O)N1CCN(c3ccccn3)CC1)CC(C)O2 (centres undefined)	-3	-1	3	-1	-7	-22	4	7	-14	5	6
COc1ccc(-n2cc(CNCCc3nc(C)cc(C)n3)c(-c3ccccc3Cl)n2)cc1	-24	6	-4	-61	9	16	21	-7	11	-2	7
O=c1n(Cc2ccccc2)c2cc(Cl)cnc2n1Cc1ccccc1	4	-10	-15	-6	17	-25	-2	-8	-6	8	7
CCN(C(=O)CN1C(=O)S/C(=C\c2ccc(F)cc2)C1=O)C1CCS(=O)(=O)C1 (centres undefined)	8	-16	-38	-90	-4	-11	-13	4	-4	-9	2
Cc1ccc(N2CCN(C(=O)c3ccccc3NC(=O)c3ccccc3C(=O)O)CC2)cc1	-13	6	-6	-21	-6	-46	-16	3	-8	5	-22
CN(c1ccc(C(=O)N2CCc3ccccc3C2)cc1)S(C)(=O)=O	-24	2	-18	-44	-3	-44	-16	12	-6	3	-8
Cc1ccc(C(C(=O)NC2CCCCC2)N(C(=O)Cc2c[nH]c3ccccc23)c2ccccc2C)o1 (centres undefined)	-1	9	10	-9	-12	14	10	8	1	16	-12
C=CCc1ccccc1OCC(=O)N/N=C/c1ccccc1OCC	2	2	16	10	-5	21	1	-12	2	-2	9
CCCCN(C(=O)c1ccc(N2CCCC2=O)cc1)c1c(N)n(CC(C)C)c(=O)[nH]c1=O	-5	7	-12	10	-4	0	-20	8	1	-11	-5
Cc1ccc(N2CCN(S(=O)(=O)N3CCCCC3)CC2)cc1Cl	-4	-6	-2	2	10	6	4	19	-9	-15	-16
FC(F)(F)c1cccc(N2CCN(CC3CC4C=CC3C4)CC2)c1 (centres undefined)	9	-2	-1	-14	-12	5	4	-4	-2	6	3
Cc1ccccc1C(=O)OCn1nnc2ccccc2c1=O	0	-2	-29	8	-17	-8	-22	3	7	0	7
CCc1nnc(NC(=O)CCN2C(=O)C3CCCCC3C2=O)s1 (centres undefined)	-10	-3	9	-20	16	-1	10	-19	4	15	-13
C/C(CC(=O)Nc1ccccn1)=N\NC(=O)Cc1cccc2ccccc12	-2	0	1	-12	-1	4	3	-3	1	0	-3
CC(C)(C)OC(=O)NCCCCCNC(=O)c1[nH]cnc1C(=O)NC1CCN(C(=O)OC(C)(C)C)CC1	3	-7	16	-1	9	15	0	14	5	4	11
COc1ccc(CCNC(=O)C(=O)NCC2OCCN2S(=O)(=O)c2ccc(OC)c(OC)c2)cc1 (centres undefined)	0	2	43	3	-54	-6	-11	-17	4	7	5
CC[C@H](C)[C@H](NC(N)=O)C(=O)Nc1ccc(OC)c(Cl)c1	-17	2	-5	-1	6	-16	8	-2	-3	7	-8
CC(=O)Nc1ccc(NC(=O)CSc2ccc(C(F)(F)F)cc2[N+](=O)[O-])cc1	4	-1	11	-5	3	4	9	-4	2	-13	20
COc1ccc(OC)c(C(c2nnnn2C2CCCC2)N2CCc3ccccc3C2)c1 (centres undefined)	5	3	-1	-4	7	20	0	2	4	8	-21
C=C(C)C1(O)OC(=O)C=C1OC (centres undefined)	13	8	-11	-34	35	-34	-19	5	-3	35	-19
Cc1cccc(C)c1NC(=O)CSc1nnc(C)n1-c1ccccc1	11	0	1	-1	12	-2	13	-22	1	-7	-2
CCc1nc(N2CCN(C(C)=O)CC2)c2c3c(sc2n1)CC(C(C)(C)C)CC3 (centres undefined)	23	-35	3	2	33	-6	-11	32	0	4	15

Structures shown so far that have a tert-butyl group:
SMILES	SRC2 inh	KKLEB cytotox	TROY NFkB inh	NCOA1 inh	CF NFkB block	NR5A2 inv ag	SRC3 inh	TRAIL sens C8	EBV LMP1 NFkB	TWEAK Fn14 block	COUP-TFII inh
CC(C)(C)OC(=O)NCCCCCNC(=O)c1[nH]cnc1C(=O)NC1CCN(C(=O)OC(C)(C)C)CC1	3	-7	16	-1	9	15	0	14	5	4	11
CCc1nc(N2CCN(C(C)=O)CC2)c2c3c(sc2n1)CC(C(C)(C)C)CC3 (centres undefined)	23	-35	3	2	33	-6	-11	32	0	4	15

Next section.
SMILES	SRC2 inh	KKLEB cytotox	TROY NFkB inh	NCOA1 inh	CF NFkB block	NR5A2 inv ag	SRC3 inh	TRAIL sens C8	EBV LMP1 NFkB	TWEAK Fn14 block	COUP-TFII inh
C/C(=N\NC(=O)COc1ccccc1-c1ccccc1)c1ccccn1	27	-18	22	-28	10	-11	22	2	41*	-71	-95
COC(=O)Cc1ccc(OC2(C)CCN(Cc3ccc(-c4ccccn4)cc3)C2)cc1 (centres undefined)	-18	-4	2	0	-17	12	-11	1	nt	8	7
Cc1cc(C)c(C#N)c(SCc2ccc(F)cc2)n1	-6	-4	-15	2	-4	6	15	-4	2	-17	12
Cc1cnc(CN2CCc3c([nH]c4ccccc34)C2CC(C)C)[nH]1 (centres undefined)	19	1	12	2	19	19	5	-8	-1	-3	9
CCC(=O)NC(c1cccs1)c1cc(Cl)c2ccccc2c1O (centres undefined)	17	-4	6	-7	22	-2	0	-5	-6	10	3
Cc1ccc(C(=O)N2CCN(c3ccccc3F)CC2)cc1S(=O)(=O)N1CCOCC1	2	2	5	0	13	-1	3	-4	-7	9	9
CCOc1ccccc1CNC(=O)c1ccc(NC(=O)C2=C(C)OCCS2)cc1	-13	7	-10	6	-8	-13	24	5	5	-14	20
CCOC(=O)N1CCC(Nc2c(NCCCN3CCN(C4CCCCC4)CC3)c(=O)c2=O)CC1	-16	7	-3	3	-6	-15	-2	1	-5	-11	6
CC(=O)N1N=C(c2ccc(C)o2)CC1c1ccc(Br)cc1 (centres undefined)	-37	-4	-47	-50	4	-63	-37	-8	-32	17	-41
O=C1CS/C(=N/N=C/c2ccc(OS(=O)(=O)c3ccccc3)cc2)N1	3	4	-20	2	20	9	15	-4	-1	-13	-3
COc1ccc([N+](=O)[O-])cc1-n1cccc1	-8	4	-39	-9	-2	-8	-6	-9	-3	-24	-3
O=C(c1cc(-c2ccncc2)nc2ccccc12)N1CCN(S(=O)(=O)/C=C/c2ccccc2)CC1	-11	-18	4	7	13	10	19	7	4	31	0

Single records, as listed above. Order of screens: SRC2 inh, KKLEB cytotox, TROY NFkB inh, NCOA1 inh, CF NFkB block, NR5A2 inv ag, SRC3 inh, TRAIL sens C8, EBV LMP1 NFkB, TWEAK Fn14 block, COUP-TFII inh
Entry for `COC(=O)Cc1ccc(OC2(C)CCN(Cc3ccc(-c4ccccn4)cc3)C2)cc1` (centres undefined) → -18, -4, 2, 0, -17, 12, -11, 1, nt, 8, 7
Entry for `C/C(=N\NC(=O)COc1ccccc1-c1ccccc1)c1ccccn1` → 27, -18, 22, -28, 10, -11, 22, 2, 41*, -71, -95

Next part.
SMILES	SRC2 inh	KKLEB cytotox	TROY NFkB inh	NCOA1 inh	CF NFkB block	NR5A2 inv ag	SRC3 inh	TRAIL sens C8	EBV LMP1 NFkB	TWEAK Fn14 block	COUP-TFII inh
COc1ccc(CCNC(=O)C2CC(=O)N(c3ccc(Br)cc3)C2)cc1OC (centres undefined)	5	1	0	5	-6	9	4	2	-1	12	-14
CC(=O)N1C2CCCCC2S[C@H]2CCCCC21 (some centres undefined)	13	-1	-14	-1	-4	-1	17	3	-5	-8	-11
CC(=O)Nc1cccc(NCC(=O)Nc2cc(S(=O)(=O)N3CCCCC3)ccc2Cl)c1	22	-1	20	-5	-6	3	2	15	-2	18	11
CCOc1ccccc1OCCn1nnc2ccccc21	0	-13	2	-12	-1	-31	9	-13	3	-7	-1
O=C1CC[C@@H](CN(Cc2ccccn2)Cc2nc(Cc3cccc(C(F)(F)F)c3)no2)N1	-3	-2	-5	2	-5	-3	13	-8	4	2	2
CN(C)C(CNC(=O)c1cc2ccccc2o1)c1ccco1 (centres undefined)	-3	-25	-3	-13	-10	8	3	3	-2	-3	-6
Clc1ccc(CSc2nnc(CN3CCOCC3)n2-c2ccccc2)cc1Cl	22	5	-7	-4	3	7	11	6	12	15	-5
O=C(O)CCc1c(C(=O)O)[nH]c2ccccc12	-12	8	nt	-27	-19	13	-5	-1	6	69*	1
Cc1ccc(NC(=O)CC2=NC(=O)C(CC(=O)Nc3ccccc3F)S2)cc1 (centres undefined)	-11	7	-22	-15	0	-10	-4	-37	-36	-5	19
CCCCCCOc1ccc(/C(N)=N/O)cc1	-32	-1	-55	-68	1	-35	-51	37	-30	-6	-21
CCOc1cc(C(=O)Nc2nnc(C)s2)cc(OCC)c1OCC	-8	1	-21	-12	5	-12	4	-7	-1	5	13
COc1cc(CCC(=O)Nc2ccc(C)c(S(=O)(=O)N(C)C)c2)cc(OC)c1OC	21	3	9	-13	-1	17	8	8	13	0	14

6 structures already listed, sorted by SMILES length, rising:
SMILES	SRC2 inh	KKLEB cytotox	TROY NFkB inh	NCOA1 inh	CF NFkB block	NR5A2 inv ag	SRC3 inh	TRAIL sens C8	EBV LMP1 NFkB	TWEAK Fn14 block	COUP-TFII inh
CN(C)C(CNC(=O)c1cc2ccccc2o1)c1ccco1 (centres undefined)	-3	-25	-3	-13	-10	8	3	3	-2	-3	-6
CCOc1cc(C(=O)Nc2nnc(C)s2)cc(OCC)c1OCC	-8	1	-21	-12	5	-12	4	-7	-1	5	13
Clc1ccc(CSc2nnc(CN3CCOCC3)n2-c2ccccc2)cc1Cl	22	5	-7	-4	3	7	11	6	12	15	-5
COc1ccc(CCNC(=O)C2CC(=O)N(c3ccc(Br)cc3)C2)cc1OC (centres undefined)	5	1	0	5	-6	9	4	2	-1	12	-14
COc1cc(CCC(=O)Nc2ccc(C)c(S(=O)(=O)N(C)C)c2)cc(OC)c1OC	21	3	9	-13	-1	17	8	8	13	0	14
O=C1CC[C@@H](CN(Cc2ccccn2)Cc2nc(Cc3cccc(C(F)(F)F)c3)no2)N1	-3	-2	-5	2	-5	-3	13	-8	4	2	2

Screening data deposited in PubChem BioAssay by several laboratories.
